IMPase Li inh = qHTS Assay for Identifying the Cell-Membrane Permeable IMPase Inhibitors: Potentiation with Lithium. CHO-M1 cells, IP1 TR-FRET (IP-One), carbachol + lithium. Potency, µM (series often up to 59.4 µM), for inactives: top-dose activity, negative = IMPase inhibition, actives largely listed as inhibitors. actives 0.35% (n = 210,000);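 also: IP1 builds up when IMPase is blocked and the TR-FRET signal falls; potency is read from the fitted curve at half-maximal effect; plate controls were basal vehicle for no effect and high inhibitor control for full effect; nearly all actives have a fitted effect of over 50% in size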
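Steps: plate 2000 CHO-M1 cells per well and culture 16–30 h; add compound and lithium; incubate 30 min, 37C; add d2-IP1 tracer and Eu cryptate anti-IP1 antibody in lysis buffer; read after 10 min at room temperature.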
Luc counter = Counterscreen for Luciferase (Kinase-Glo TM) Inhibition | Luciferin 4-monooxygenase (Photuris pensylvanica), Q27757 | Kinase-Glo luciferase, ATP luminescence, 8 min | Potency, µM (series often up to 38.3 µM), for the others: at the highest dose activity change, negative = inhibition, hits mostly inhibitors | actives 0.28% (n = 200,000); also: potency is read from the fitted curve at half-maximal effect; % is scaled to controls: 0 for no effect and ±100 for the full control effect; nearly all actives have a fitted effect of over 60% in size
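Compound is pinned into ATP-containing buffer (10 uM ATP, imidazole pH 7.2, 7 mM MgCl2). Kinase-Glo luciferase reagent is then added. Light output is recorded following an 8-min room-temperature incubation.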
Lamin A splicing = qHTS Assay for Modulators of Lamin A Splicing; HeLa LMNA splicing GFP/RFP minigene ratio, 48 h; Potency, µM (highest dose often 46.1 µM), inactives show at the top dose ratio change, negative = inhibition, usual class: inhibitors; actives 0.01% (n = 200,000); AID 1487, 2009; active = well fitted inhibition curve with a large enough effect in the signal ratio, with a control signal flat, not every such curve was filed as active; inconclusive = small, poorly fitted or top-dose-only effect, or effect the other way, or a change in a side signal; the % refers to the signal ratio; also: potency is read from the fitted curve at half-maximal effect; % is scaled to controls: 0 for no effect and ±100 for the full control effect
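Read-out is the ratio of GFP to DsRed2 object intensity, acquired by 488 nm laser-scanning cytometry on HeLa lamin A-EGFP minigene reporter cells. Compound incubation 48 hrs at 37 °C in Opti-MEM with 2% FBS; DMSO 0.5% final.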
CBFb-RUNX1 inh = qHTS Assay for Compounds Blocking the Interaction Between CBF-beta and RUNX1 for the Treatment of Acute Myeloid Leukemia; Runt-related transcription factor 1 (Homo sapiens) + Core-binding factor subunit beta …; AlphaScreen CBFb-His/RUNX1-biotin binding, biochemical; Potency, µM (doses to about 59.8 µM), for inactives: at the top dose activity, negative = inhibition, hits mostly inhibitors; 230,000 tested, under 10 active; AID 1477, 2009; also: % of control where 0% means no effect
Target sequence (Q01196 whole entry, looked up): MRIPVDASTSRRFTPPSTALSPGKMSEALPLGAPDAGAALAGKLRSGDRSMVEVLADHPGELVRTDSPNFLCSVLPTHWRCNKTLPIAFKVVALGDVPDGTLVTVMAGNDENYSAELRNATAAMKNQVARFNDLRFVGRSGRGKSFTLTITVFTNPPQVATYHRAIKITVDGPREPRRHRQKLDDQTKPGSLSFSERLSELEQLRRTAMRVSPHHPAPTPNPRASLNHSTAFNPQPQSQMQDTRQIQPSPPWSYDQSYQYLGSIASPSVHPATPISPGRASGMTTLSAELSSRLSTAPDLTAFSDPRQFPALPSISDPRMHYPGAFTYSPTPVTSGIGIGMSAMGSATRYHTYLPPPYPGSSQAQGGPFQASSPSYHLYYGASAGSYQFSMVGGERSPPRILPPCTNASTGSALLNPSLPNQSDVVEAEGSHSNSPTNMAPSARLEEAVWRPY
Target sequence (Q13951 whole entry, looked up): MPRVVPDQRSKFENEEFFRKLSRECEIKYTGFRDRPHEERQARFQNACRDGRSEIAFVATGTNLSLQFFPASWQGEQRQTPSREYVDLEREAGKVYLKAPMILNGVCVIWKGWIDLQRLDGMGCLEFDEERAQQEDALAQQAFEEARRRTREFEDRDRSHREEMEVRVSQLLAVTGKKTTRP
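Proteins preincubated together for 20 min at RT before compound addition; 15 min later, nickel and streptavidin beads were added and left 90 min prior to AlphaScreen measurement.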
NPSR antagonist = qHTS Assay for Antagonists of the Neuropeptide S Receptor: cAMP Signal Transduction | Q6W5P4 | CHO-NPSR cells, cAMP TR-FRET, antagonist mode | Potency, µM (top dose mostly 38.3 µM), inactives show at the top dose activity change, negative = inhibition, hits mostly inhibitors | actives 1% (n = 220,000) | AID 1461, 2008; also: potency is read from the fitted curve at half-maximal effect; % is scaled to controls: 0 for no effect and ±100 for the full control effect; nearly all actives have a fitted effect of over 50% in size; many of its hits are not listed in these tables
Target sequence (Q6W5P4 whole entry, looked up): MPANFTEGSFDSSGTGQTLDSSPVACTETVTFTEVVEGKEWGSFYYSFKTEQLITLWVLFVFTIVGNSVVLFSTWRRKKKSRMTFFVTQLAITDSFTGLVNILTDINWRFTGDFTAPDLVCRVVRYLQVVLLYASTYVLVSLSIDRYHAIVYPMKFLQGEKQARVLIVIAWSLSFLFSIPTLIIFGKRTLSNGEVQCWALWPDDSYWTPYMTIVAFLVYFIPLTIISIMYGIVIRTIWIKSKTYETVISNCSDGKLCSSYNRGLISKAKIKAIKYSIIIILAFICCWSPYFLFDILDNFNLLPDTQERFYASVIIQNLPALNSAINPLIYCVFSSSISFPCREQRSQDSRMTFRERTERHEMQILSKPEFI
Epigenetic reg = Quantitative High-Throughput Screen for Regulators of Epigenetic Control; AID 1865, 2009; actives 0.2% (n = 280,000); Potency, µM (doses to about 53.9 µM), for inactives: top-dose GFP activation, most hits filed as activators; murine LDR cells, GFP reporter derepression, 30 h; also: potency is read from the fitted curve at half-maximal effect; % of control where 0% means no effect; nearly all actives have a fitted effect of over 60% in size
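In this reporter-derepression format, murine cells bearing a silenced integrated CMV-GFP locus incubate with test compound (30 h, 37 C), then are washed and imaged; fluorescent objects of 20–120 um count as induced cells.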
HTT aggregate = qHTS Multiplex Assay to Identify Dual Action Probes in a Cell Model of Huntington: Aggregate Formation (GFP) | actives 1.1% (n = 220,000) | PC12 HttQ103-GFP aggregates, Acumen cytometry, 40 h | Potency, µM (series often up to 46.1 µM), without a hit: at the top dose activity change, negative = inhibition, actives largely listed as inhibitors; also: potency is read from the fitted curve at half-maximal effect; % is scaled to controls: 0 for no effect and ±100 for the full control effect; nearly all actives have a fitted effect of over 60% in size
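PC12/HTTQ103-GFP, ecdysone-inducible; teb 100 nM; cpd qHTS titration; GFP aggregates read on laser cytometer, Ex 488/Em 500-530 nm.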
Numbers without * were called inactive; u = inconclusive; x = not tested or not shown; & = joins results of further samples; [ ] = dose if it differs, or a comment. Unless noted, calls follow the shape of the dose curve; as a rule, active = well fitted curve in the direction sought with a large enough effect; inconclusive = small, poorly fitted or top-dose-only effect, or another doubt; inactive = no such curve, though single readings can be large; an effect the other way counts as inactive or inconclusive. An excerpt. The share of hits here may be higher or lower than overall.

SMILES | IMPase Li inh | Luc counter | Lamin A splicing | CBFb-RUNX1 inh | NPSR antagonist | Epigenetic reg | HTT aggregate
Cn1c(=O)[nH]c(=O)c2c1nc(CN1CCN(c3cccc(Cl)c3)CC1)n2CCCc1ccccc1 | 19.8%[38.3 µM] | -1.1% | -1.2% | 8.8% | u | 0.0% | 9.1%
CCOC(=O)C(C(=O)NCc1ccc(F)cc1)c1ncc(C(F)(F)F)cc1Cl (configuration not stated) | 10.9%[38.3 µM] | -3.2% | -1.0% | 6.3% | -11.6%[46.1 µM] | -0.9% | -11.5%
CN(C)/N=N\c1nc[nH]c1C(N)=O | -0.8% | 2.0%[17.1 µM] | u | -6.3%[21.7 µM] | x | -0.3%[16.9 µM] | x
Cc1ccc(C)c(OCCCCCn2ccnc2)c1 | 38.0%[38.3 µM] | 1.7% | -7.0% | 14.2% | 3.5%[46.1 µM] | -2.0% | 12.6%
COc1ccc(CN(CCN(C)C)c2ncccn2)cc1 | -1.5% | -4.2% | u | 19.2% | x | -1.3% | -2.1%
Cc1ccc(Cl)c(OCC(O)CN(CCO)CCO)c1 (configuration not stated) | -22.2%[38.3 µM] | 7.0% | -4.9% | 5.5% | u | -4.0% | -1.3%
COc1ccc(S(=O)(=O)N(C)CC(=O)Nc2ccc(C)cc2)cc1OC | -4.4% | 5.3% | x | -3.9% | 6.8% | 1.1% | 14.3%
CCN1CCN(Cc2ccc(NC(=O)c3ccc(C)c(NC(=O)c4ccc5n[nH]nc5c4)c3)cc2C(F)(F)F)CC1 | x | x | x | 16.1% | 33.1% | -0.9% | -5.9%[9.22 µM]
COc1cccc(OC)c1C(=O)Nn1c(C2CCC2)nc2ccccc2c1=O | 6.0%[38.3 µM] | 1.0% | 4.1% | -3.2% | -12.1%[46.1 µM] | -2.7% | 11.4%
Cc1ccccc1NC(=O)c1ccc(CN2CCc3ccccc3C2)cc1 | 17.8% | 0.5% | u | 11.1% | -17.7%[46.1 µM] | -3.3% | u
COc1cc(C2CC(=O)Oc3c2c(=O)n(C)c2ccccc32)ccc1O (configuration not stated) | 8.2% | 2.1% | u | -0.4% | -2.9% | 0.0%&0.0% | -28.9%[9.22 µM]
COc1ccc(-c2nnc(NC(=O)c3ccccc3C)o2)cc1 | x | x | x | 2.6% | 7.2% | 0.0% | -1.1%[9.22 µM]
O=C(CCNC(=O)c1ccccc1Cl)Nc1nc(-c2ccc(F)cc2)cs1 | x | x | u | -0.5% | -14.3%[46.1 µM] | -0.9% | -26.2%
Cc1c(/C=N\NC(=O)c2cccc(F)c2)cnn1C | 4.1% | -9.7% | 8.2% | 0.3% | 6.4% | 0.0% | -12.3%
O=C(Nc1nc2c(s1)CN(Cc1ccccc1)CC2)c1c(F)cccc1F | 0.6% | -0.3% | -5.0%[46 µM] | -16.3% | -23.4% | 0.0% | 9.4%
CC(=NC1CCCC1)c1c(C)[nH]n(-c2nc3ccccc3s2)c1=O | 3.3%[38.3 µM] | -5.9% | 4.4% | -0.4% | -8.8%[46.1 µM] | -1.0% | -11.8%
Cn1c(=O)c2c(ncn2CC(=O)Nc2ccccc2Sc2ccccc2)n(C)c1=O | 5.8%[38.3 µM] | 5.6% | u | 3.8% | u | -3.1% | -10.4%
COc1ccc(NC(=O)c2cccs2)cn1 | x | x | x | 2.4% | -33.1% | 0.0% | -6.0%[9.22 µM]
CCOC(=O)c1cnc(-n2nc(C)cc2C)nc1Nc1ccc(N(C)C)cc1 | 18.5% | -1.0% | u | u | -19.1%[46.1 µM] | 0.8% | u
Cc1ccc(CN2CCN(/N=C/c3ccco3)CC2)c(C)c1 | -1.9% | 6.8% | -2.4% | -5.6% | -29.1%[46.1 µM] | -1.2% | 5.6%
CC(=O)N(OCc1ccccc1)[C@@H]1c2cc(C#N)ccc2OC(C)(C)[C@H]1O | -6.2% | -1.6% | x | 8.1% | x | 5.2% | x
CCOC(=O)CC(=O)CSc1ncnc2c1cnn2-c1ccccc1 | -24.6%[38.3 µM] | -2.2% | 1.0% | -4.1% | -23.8%[46.1 µM] | -0.7% | -11.2%
CC(C)Cc1nc2oc3c(=O)[nH]cnc3c2c2c1CCC2 | 1.8%[38.3 µM] | 9.8% | u | -1.1% | u | -5.8% | -7.5%
C/C(CC(=O)Nc1ccccc1[N+](=O)[O-])=N\NC(=O)COc1ccccc1C | 22.5%[38.3 µM] | -2.3% | 6.8% | -2.7% | -5.9%[46.1 µM] | -3.1% | 13.9%
COc1ccc(CC(=O)Nc2ccc(S(=O)(=O)Nc3cc(C)on3)cc2)cc1 | 12.7%[38.3 µM] | 8.8% | 11.2% | 3.2% | -8.0%[46.1 µM] | -0.8% | 1.3%

Gathered by group, those above with an aryl thioether with sulfur outside any ring (two)
SMILES | IMPase Li inh | Luc counter | Lamin A splicing | CBFb-RUNX1 inh | NPSR antagonist | Epigenetic reg | HTT aggregate
Cn1c(=O)c2c(ncn2CC(=O)Nc2ccccc2Sc2ccccc2)n(C)c1=O | 5.8%[38.3 µM] | 5.6% | u | 3.8% | u | -3.1% | -10.4%
CCOC(=O)CC(=O)CSc1ncnc2c1cnn2-c1ccccc1 | -24.6%[38.3 µM] | -2.2% | 1.0% | -4.1% | -23.8%[46.1 µM] | -0.7% | -11.2%

The listing continues.
SMILES | IMPase Li inh | Luc counter | Lamin A splicing | CBFb-RUNX1 inh | NPSR antagonist | Epigenetic reg | HTT aggregate
COc1ccc(CNC(=O)c2cccnc2SC)cc1OC | -3.2% | x | x | 4.9% | 15.3% | 1.1% | 6.1%
C=CCNc1nc(NC(C)(C)CO)nc(OC)n1 | -4.0% | -1.3% | -3.0% | 12.5% | -1.1%[46.1 µM] | 0.0% | -15.9%
CSc1sc(C(=O)N2CCCCC2)c(-c2cccs2)c1C#N | x | x | x | 2.0% | 16.6%[7.67 µM] | 2.4% | -17.0%[9.22 µM]
Cc1ccc(NS(=O)(=O)c2ccc(Cl)c(C(=O)O)c2)cc1S(=O)(=O)N1CCOCC1 | x | x | -4.0% | -2.3% | 11.6%[46.1 µM] | -0.9% | u
CCOc1ncccc1C(=O)NCC1COc2ccccc2O1 (configuration not stated) | 1.9%[38.3 µM] | -2.2% | 16.4% | 10.3% | -18.6%[46.1 µM] | 4.2% | u
COc1ccccc1CNC(=O)COC(=O)c1cnccn1 | -17.3%[38.3 µM] | 0.5% | u | -1.5% | -7.2%[46.1 µM] | -4.9% | -17.3%
Cc1ccc(Oc2ccc(Cl)cc2NC(=O)c2cnccn2)cc1 | 39.7%[activator][38.3 µM] | -3.3% | -4.0% | 5.3% | -12.2%[46.1 µM] | 0.0% | 1.3%
COc1ccccc1S(=O)(=O)Cc1ccc(C(=O)NC2CCCCC2)o1 | -0.4%[38.3 µM] | 9.4% | -3.3% | 6.5% | -13.5%[46.1 µM] | 0.0% | -12.4%
COc1cc(C2C(C#N)=C(C)NC3=C2C(=O)CC(C)(C)C3)cc(OC)c1O (configuration not stated) | 0.1%[38.3 µM] | -0.9% | 2.7% | 0.4% | -13.1%[46.1 µM] | 0.8% | -2.6%
C=CCn1nc([N+](=O)[O-])nc1Sc1cccc2cccnc12 | 5.7% | 2.0% | u | x | -40.5% | u | u
CCCn1c(SCC(=O)Nc2ccc(OCC)cc2)nnc1C(C)C | 1.8% | 2.9% | -14.2% | 1.6% | 6.7%[46.1 µM] | 0.0% | -4.8%
O=S(=O)(c1cccc(-c2nn3c(-c4ccncc4)nnc3s2)c1)N1CCOCC1 | 2.0%[38.3 µM] | -1.1% | 11.1% | 5.9% | -9.5%[46.1 µM] | 1.9% | -6.9%
O=C(CN1CCOCC1)Nc1cccc(S(=O)(=O)N2CCCCCC2)c1 | -8.0% | -1.7% | x | 1.6% | 1.9% | 7.1% | 20.6%
O=C(CNS(=O)(=O)c1cccs1)N1CCN(c2ccccn2)CC1 | 12.4%[38.3 µM] | -4.8% | 5.1% | 1.3% | -4.2%[46.1 µM] | 0.0% | -5.9%
Cc1cc(Cl)c(S(=O)(=O)NCC2CCCO2)cc1OCC(N)=O (configuration not stated) | 13.4%[38.3 µM] | 3.0% | -3.9% | -1.4% | 5.7%[46.1 µM] | 0.0% | -10.1%
CCOc1ccccc1/C=C/C(=O)c1ccc(Cl)cc1 | 19.4% | 5.1% | u | 4.2% | -24.9% | -3.2% | -20.6%
Cc1[nH]c(=S)c(C#N)c(-c2ccco2)c1C(=O)N(C)C | -5.6% | 1.1% | x | 6.1% | 0.7% | -1.1% | 11.8%
COC(=O)C1Sc2[nH]c(=O)sc2C(c2ccc(Cl)cc2)C1C(=O)OC (configuration not stated) | 27.2%[38.3 µM] | 15.1% | 0.9% | -11.9% | -5.9%[46.1 µM] | 0.0% | -1.1%
CCOc1cc(OCC)cc(C(=O)Nc2cccc(C(C)=O)c2)c1 | 4.4% | 4.1% | 5.0% | 2.7% | -0.8% | -1.9% | -3.3%
N#C/C(=C\c1cn(Cc2ccccc2C#N)c2ccccc12)C(=O)NCc1cccs1 | 7.2%[38.3 µM] | -4.5% | 8.2% | 1.7% | -29.3%[46.1 µM] | 10.0% | -1.2%
CCOc1ccc(NC(=S)N2CCN(C/C=C/c3ccccc3)CC2)cc1 | -9.5% | 1.0% | u | -3.8% | -35.4% | 3.0% | -10.4%
O=C(Nc1ccc2c(c1)CCC2)c1ccccc1 | 2.0% | -10.7% | -8.2% | 0.8% | 6.4%[46.1 µM] | 2.3% | u
CC(C)C(=O)Nc1ccc(C(=O)NNC(=S)NC(=O)c2ccco2)cc1 | x | x | x | 20.3% | 2.2% | -1.1% | -17.5%[9.22 µM]
CCn1c(C(=O)NCCCc2ccccc2)cc2sccc21 | -0.8% | 6.3% | u | 5.2% | -27.6% | 2.0% | 12.9%
COc1ccc(N2CCN(c3cc(C)c4cccc(C)c4n3)CC2)cc1 | 6.8% | -0.5% | -14.9%[46 µM] | 6.3% | -23.3% | -2.8% | -6.6%
Cn1cc(-c2ccccc2C(N)=O)c(=O)c2cc(Cl)ccc21 | -7.3% | -2.8% | 1.9%[46 µM] | 15.3% | 7.3% | -0.4% | 9.0%
Cc1ccc(CNC(=O)c2ccc(Cn3nc(C)c(Cl)c3C)o2)cc1 | -7.6%[38.3 µM] | -6.5% | -0.4% | 1.2% | u | -1.1% | 16.6%

Screens (PubChem BioAssay)
